Lmaj promast: inhibitors of Leishmania major promastigote growth. 9% of 200,000 active. Leishmania major promastigotes, resazurin fluorescence viability. inhibition, % at 10 µM;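 note: promastigotes grown with compound for 44 hours at 28 °C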
Redox H2O2 prof: compounds producing H2O2 with reducing agent – biochemical, NIH compound library profiling, artefact control for MLSCN library redox annotation, primary screen. DTT-dependent redox cycling H2O2, phenol red/HRP absorbance; 100% = 100 µM peroxide control, 0% = buffer. activation, % at 10 µM. 0.03% of 200,000 active;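 active = activation of at least 50% relative to the plate's high and low controls in the primary single-dose screen; inactive = activation below 50%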;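 note: compound incubated with DTT at 0.8 mM final as the reducing agent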
Diaph inh CS: counter-screen for diaphorase-based assays: diaphorase inhibitors and chemical oxidizers | 0.69% of 190,000 active | diaphorase resazurin-to-resorufin fluorescence, NADH, 16 min; bacterial (C. kluyveri) enzyme, not human | inhibition, % at 20 µM;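 active = primary screen inhibition at 20 µM above a set limit, cut at about 50% in these data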;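 note: plate controls were DMSO with full reaction for no effect and wells lacking NADH for full effect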
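System: Diaphorase enzyme from Clostridium kluyveri | Amount: Enzyme working solution with 0.14 U/mL diaphorase | Benchmarks: No-NADH positive control and DMSO neutral control | Signal: Fluorescence of resorufin formed from resazurin, Ex 544/Em 590 nm | Schedule: 16-min room-temperature incubation before reading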
Diaph act CS: diaphorase activation or chemical reduction counter-screen; Diaphorase/resazurin coupled assay, resorufin fluorescence, 16 min; active compounds read high; 1 = vehicle wells, 0 = NADH-free wells; activation factor at 20 µM; 0.005% of 190,000 active; AID 1229;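 active = diaphorase activity raised at least twofold by the compound at 20 µM; inactive = activation factor below 2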
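Material: bacterial diaphorase enzyme (C. kluyveri); amount: enzyme 0.07 U/mL final; reagent: NADH substrate 0.114 mM plus resazurin dye 0.1 mM, final; doses: single compound dose of 20 µM, 1% DMSO final; timing: 16 min enzyme reaction, ambient temperature; measured by: fluorescence of resorufin, 544 nm excitation, 590 nm emission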
TLR4-MyD88 BLA: blocks binding of human TLR4 to MyD88; inhibition, % at 8.4 µM; AID 861; HeLa CL3-4 TLR4/MyD88 BLA complementation, FRET ratio; O00206+Q99836; 0.18% of 200,000 active; in the data active = inhibition above about 25%;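 note: 0% = vehicle and 100% = reference inhibitor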
G6PDH counter: inhibits Leuconostoc G6PDH, flagging false hits in G6PDH-based assays. Purified L. mesenteroides G6PDH, diaphorase/resazurin coupled fluorescence, 45 min. inhibition, % at 5 µM. 0.12% of 200,000 active
PMI act: increases human mannose-6-phosphate isomerase activity; P34949; purified human PMI, coupled resazurin fluorescence, 20 min; active compounds read high; 1 = vehicle control, 0 substrate-free wells; activation factor at 20 µM; 0.005% of 190,000 active;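 active = activation factor of 2 or more at 20 µM, relative to plate controls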
Target sequence (P34949 whole entry, looked up): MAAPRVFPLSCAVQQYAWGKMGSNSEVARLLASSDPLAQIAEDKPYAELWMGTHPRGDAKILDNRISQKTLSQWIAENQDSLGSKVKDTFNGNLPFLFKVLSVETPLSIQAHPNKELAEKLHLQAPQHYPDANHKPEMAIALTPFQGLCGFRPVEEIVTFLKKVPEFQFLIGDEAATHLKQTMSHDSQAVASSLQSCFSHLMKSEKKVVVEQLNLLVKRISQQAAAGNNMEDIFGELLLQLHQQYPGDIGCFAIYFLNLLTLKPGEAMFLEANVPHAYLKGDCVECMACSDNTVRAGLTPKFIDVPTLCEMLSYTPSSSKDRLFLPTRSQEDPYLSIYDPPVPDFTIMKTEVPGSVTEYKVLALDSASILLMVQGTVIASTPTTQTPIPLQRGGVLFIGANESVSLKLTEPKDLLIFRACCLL
PMI act satM6P: PMI (human) activation, high substrate. P34949. coupled PMI enzyme assay, resazurin fluorescence, 20 min; active compounds read high; 1 = untreated enzyme, 0 = substrate-free blank. activation factor at 20 µM. 0.34% of 190,000 active. AID 1216;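 active = activation factor of 2 or more at 20 µM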
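Test system: Human PMI in coupled enzyme assay | Input: 15 ng/mL PMI | Medium: HEPES-buffered pH 7.4 with magnesium and detergent | Compound: One concentration, 20 µM, in 1% DMSO | Incubation: Enzyme reaction with compound 20 min at room temperature | Detection: Diaphorase-driven resazurin-to-resorufin fluorescence, excitation 544, emission 590 nm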
RAM inhibit: yeast RAM network inhibition | S. cerevisiae dse1pr::URA3 reporter, 5-FOA growth OD615, 2 d; analog-sensitive cbk1-as2 kinase mutant strain | inhibition, % at 50 µM | 1.8% of 190,000 active | AID 868;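 active = inhibition above a set limit, 3 SD over mean compound inhibition, cut at about 8.4% in these data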;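 note: 0% = DMSO-only wells with no growth and 100% = 10 µM 1-NA-PP1 full growth; inhibition rescues growth on 5-FOA so higher OD means more RAM inhibition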
S1P3 antag: blocks the human S1P3 receptor | 0.27% of 170,000 active | CHO S1P3 NFAT-BLA reporter, FRET fluorescence, antagonist mode | inhibition, % at 4.98 µM | Q99500;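 active = inhibition above the plate cutoff, the mean inhibition of test wells on that plate plus 3 SD, cut at about 28% in these data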;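 note: cells challenged with S1P at its EC80 of 0.8 µM; blue over green emission ratio from cleaved BLA substrate after 4 h stimulation; 0% = S1P-stimulated wells and 100% = unstimulated DMSO-only wells; some compounds past the cut are filed as inactive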
Target sequence (Q99500 whole entry, looked up): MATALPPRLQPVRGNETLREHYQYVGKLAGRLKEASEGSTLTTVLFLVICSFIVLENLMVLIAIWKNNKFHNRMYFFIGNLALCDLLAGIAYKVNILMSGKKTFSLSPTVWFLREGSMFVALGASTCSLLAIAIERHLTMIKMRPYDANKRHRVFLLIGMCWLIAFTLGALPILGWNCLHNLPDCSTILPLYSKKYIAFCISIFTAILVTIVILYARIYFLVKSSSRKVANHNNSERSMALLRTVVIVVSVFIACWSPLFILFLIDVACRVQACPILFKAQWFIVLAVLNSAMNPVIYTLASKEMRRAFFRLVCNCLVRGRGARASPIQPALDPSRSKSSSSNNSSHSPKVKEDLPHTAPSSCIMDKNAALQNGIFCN
Hsp70 act: Hsp70 transcriptional activation, primary screen; HeLa Hsp70 promoter luciferase reporter, luminescence; scaled: vehicle 0, proteasome-inhibitor control 100%; activation, % at 10 µM; 0.04% of 200,000 active; AID 1203;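 active = activation above the mean across all tested compounds plus 3 SD, cutoff set per campaign, cut at about 5.5% in these data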;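 note: 100% = MG132 at 30 µM as the positive control and 0% = DMSO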
The depositor's hits bear a star; · = not tested or not shown. Cut-off read from the data, not from the text of the source, unless noted: active = inhibition above about 50%; inactive = the rest. Compounds as they come; about 12% have a hit in one of these screens.

Molecule,Lmaj promast,Redox H2O2 prof,Diaph inh CS,Diaph act CS,TLR4-MyD88 BLA,G6PDH counter,PMI act,PMI act satM6P,RAM inhibit,S1P3 antag,Hsp70 act
O=C(O)c1c2c(nc3ccc(Cl)cc13)CCC2,0,0.2,8,0.9,9,2,1.3,1.1,0.1,1,0.3
Cc1ccc(-c2ccc(/C=N/n3cnnc3)o2)cc1Cl,71*,2.9,20,0.8,1,-32,0.8,0.8,1.5,-7,0.4
COc1cc(C2C(C#N)=C(C)NC3=C2C(=O)c2ccccc23)cc(OC)c1OC (stereo unspecified),15,0.1,29,0.7,2,-23,0.9,0.9,0.8,44,0.2
O=C(Nc1ccc([N+](=O)[O-])cc1)Nc1ccc(OC(F)F)c(Cl)c1,99*,0.5,9,0.9,16,7,1,1,5.2,19,-0.4
Cc1cccc(OCC(=O)Nc2ccc3c(C)cc(=O)oc3c2)c1,-1,1.2,-11,1.1,9,-18,1,1.1,3.4,8,-0.1
CC(O)CNc1nc2c(c(=O)n(C)c(=O)n2C)n1Cc1cccc(Br)c1 (stereo unspecified),11,-3.3,0,1,-7,6,1.1,1.1,0.0,-58,-0.3
CNC(=O)CN(C1CCCCC1)S(=O)(=O)c1ccc(OC)c(Cl)c1,0,1.0,7,0.9,-16,-6,1,1.1,0.3,-33,0.0
C=CCn1c(=O)c2ccccc2n2c(SCc3nc(N)nc(Nc4ccccc4C)n3)nnc12,4,0.7,-2,1,10,11,1.1,1.1,5.5,-38,-0.1
Cc1cccc(C(=O)Nc2ccccc2-c2nnn(CC(=O)Nc3ccc4c(c3)OCCO4)n2)c1,-12,-3.0,12,0.9,2,0,1,1,5.2,·,0.0
Cc1cc(C)c2c3c(sc2n1)C(=O)N(Cc1ccccc1)CC(=O)N3,14,0.1,10,0.9,6,2,1.1,1.1,-0.9,·,0.0
COc1cc(/C=N/NC(=O)C(=O)NCc2ccco2)ccc1O,5,-0.1,7,0.9,-11,4,1,1,0.4,-5,-0.2
C=C1CC(C(=O)N/N=C/c2ccccc2)C1,-9,0.0,-12,1.1,-16,-3,1.1,1.1,-0.7,-4,-0.4
CSCCC1C(C#N)=C(N)Oc2n[nH]c(-c3cccs3)c21 (stereo unspecified),17,0.2,12,0.9,25,2,0.9,0.9,0.6,19,-0.1
S=C1NC(C23CC4CC(CC(C4)C2)C3)=CC(c2ccc3c(c2)OCO3)N1 (stereo unspecified),25,-0.1,-1,1,4,3,1.1,1.1,4.5,-6,-0.3
c1ccc2c(c1)Cc1cc(CN3CCOCC3)ccc1-2,21,2.3,14,0.9,-1,-7,0.9,0.9,1.2,-7,0.3
Cc1ccccc1OCCCc1c(C)n[nH]c1C,13,1.4,16,0.8,-7,4,1.1,1.2,2.7,-19,0.1
CC(C(=O)c1c[nH]c(C(N)=O)c1)c1ncc(C(F)(F)F)cc1Cl (stereo unspecified),-8,-0.1,6,0.9,-9,5,1,1.1,2.2,-12,-0.2
Cc1ccc(CSCC(=O)N/N=C/c2cccc(OC3CSC3)c2)cc1,0,-0.2,0,1,6,-9,0.8,0.9,7.4,2,-0.5
Cc1ccc(C(=O)COC(=O)c2cc(Cl)nc3ccccc23)cc1,-13,0.5,6,0.9,1,1,1,1,5.1,·,-0.3
CC(=O)C(C(C)=O)C(NC(=O)c1cccnc1)(C(F)(F)F)C(F)(F)F,-4,-1.1,5,1,-1,7,1,1,0.7,3,-0.1

The final 3 entries of the section above lead into the next:
Molecule,Lmaj promast,Redox H2O2 prof,Diaph inh CS,Diaph act CS,TLR4-MyD88 BLA,G6PDH counter,PMI act,PMI act satM6P,RAM inhibit,S1P3 antag,Hsp70 act
Cc1ccc(CSCC(=O)N/N=C/c2cccc(OC3CSC3)c2)cc1,0,-0.2,0,1,6,-9,0.8,0.9,7.4,2,-0.5
Cc1ccc(C(=O)COC(=O)c2cc(Cl)nc3ccccc23)cc1,-13,0.5,6,0.9,1,1,1,1,5.1,·,-0.3
CC(=O)C(C(C)=O)C(NC(=O)c1cccnc1)(C(F)(F)F)C(F)(F)F,-4,-1.1,5,1,-1,7,1,1,0.7,3,-0.1
CNC(=O)/C(C#N)=C\c1ccc(CNS(=O)(=O)c2ccc(Cl)cc2)o1,4,0.3,13,0.9,1,5,0.9,0.9,1.8,-2,0.0
Cc1cc(C(F)F)nn1CC(=O)NCc1ccccc1F,-7,0.0,8,0.9,-1,14,0.9,0.9,2.8,·,-0.2
O=C(Cn1cnc2ccccc21)Nc1cc(C(F)(F)F)ccc1N1CCOCC1,-2,-2.2,20,0.8,10,3,1,1,0.3,-12,0.2
COc1cccc(N2CC(C(=O)Nc3nnc(SCC(=O)c4ccccc4)s3)CC2=O)c1 (stereo unspecified),-5,0.0,19,0.8,18,-14,0.9,1,3.3,-4,-0.4
CC(c1nnc(SCC(=O)N2CC(=O)Nc3ccccc32)n1Cc1ccccc1)N(C)C (stereo unspecified),-4,0.4,0,1,-4,7,1,1,0.7,·,-0.2
O=C(Nc1ccc2c(c1)OCO2)C1Cc2ccccc2CN1S(=O)(=O)c1cccs1 (stereo unspecified),99*,3.0,14,0.9,10,8,0.9,0.9,3.4,-12,0.0
O=C(CCCCn1c(=O)c2ccccc2n(CC(=O)Nc2ccc(F)cc2)c1=O)NCc1ccco1,3,-1.8,8,0.9,-2,-22,0.9,0.8,1.1,-3,-0.2
Cc1nn(C)c(C)c1S(=O)(=O)N(CC(=O)NCCN1CCOCC1)c1ccc(C(C)C)cc1,-3,-1.0,7,0.9,-1,1,1,1,-0.5,-20,-0.1
O=C(Cc1ccccc1)Nc1ccc(NC(=O)C2CC2)nc1,-3,-0.5,9,0.9,-10,1,1.1,1,1.0,-28,-0.2
O=c1cc(C(F)(F)C(F)F)oc2ccccc12,-2,-0.1,0,1,-8,-4,1.1,1.1,1.2,·,-0.1
Cc1cc(C)c(/C=N/n2c(C)cc(C)c(C#N)c2=O)c(C)c1,73*,1.1,15,0.8,-6,9,0.9,0.9,-0.5,-18,-0.5
CN(C)S(=O)(=O)c1cccc(NC(=O)CN2C(=O)NC(Cc3c[nH]c4ccccc34)C2=O)c1 (stereo unspecified),-4,0.0,20,0.8,7,14,0.8,0.9,0.5,-22,-0.2
CC(C)c1ccc(NC(=O)C(c2ccccc2)N(Cc2ccco2)C(=O)CC2NC(=O)NC2=O)cc1 (stereo unspecified),-2,-0.3,19,0.8,-4,-2,0.8,0.9,0.4,-9,-0.4
COC(=O)c1sc(S(=O)(=O)NCCCN(C)C)c(C(=O)OC)c1C,7,-0.3,8,0.9,-18,-2,1,1,-0.4,0,-0.2
CC(CCn1cccn1)NC(=O)CCc1nnc(CCc2ccccc2)o1 (stereo unspecified),-4,-0.2,·,·,-4,15,·,·,0.1,-7,-0.1
CCN(C(=O)CSc1nnc(-c2c[nH]c3ccccc23)o1)C1CCS(=O)(=O)C1 (stereo unspecified),1,-0.4,6,0.9,-11,0,1,1,1.4,-15,-0.1
Cc1cc(-c2ccccc2)nc(N/N=C/c2cccnc2)n1,-4,0.0,12,0.9,-25,5,0.9,1,1.3,15,-0.1
COc1ccc(CN2C(=O)C(=O)N(CC(N)=O)C2=O)cc1,-10,-0.7,2,1,-3,5,1,1,0.5,1,-0.2
CNC(=O)c1ccsc1NC(=O)c1ccc(S(=O)(=O)N2CCc3ccccc32)cc1,89*,0.9,10,0.9,11,10,1,1,1.9,6,0.0
Cc1cc(NC(=O)CSc2nnc(-c3cccs3)n2N)no1,-6,1.6,-2,1,-8,4,1,1,1.9,·,-0.2
CCn1c2ccccc2c2cc(NC(=O)c3ccco3)ccc21,2,-1.1,25,0.8,6,-2,0.8,0.8,2.3,30,0.1
O=C(C1CC1)N1N=C(C2CCCCC2)CC1(O)C(F)(F)F (stereo unspecified),-7,-1.7,8,0.9,-2,7,0.9,1,0.4,-22,-0.2
O=C(CN1CCCC1=O)NC1(C(F)(F)F)NC(=O)N(Cc2ccccc2)C1=O (stereo unspecified),-3,2.1,0,1,4,6,1,1,1.8,-16,0.5
COc1ccc(Br)cc1CN(C)CC(=O)Nc1ccccc1Cl,-1,0.9,19,0.8,3,-12,0.8,0.9,1.4,2,-0.4
Cc1ccc(-n2nnnc2SCC(=O)N2CCc3ccccc3C2)c(C)c1,-4,0.3,26,0.7,-10,-1,0.9,1,7.6,19,0.0
COc1cccc(C2NC(=O)c3sc(=S)n(-c4ccccc4)c3N2)c1 (stereo unspecified),2,0.1,10,0.9,10,6,1.1,1.1,3.9,·,-0.3
O=C1CCCN1c1ncc(S(=O)(=O)c2ccc([N+](=O)[O-])cc2)s1,21,-0.2,12,0.9,1,-8,1,0.9,1.8,-9,-0.3
CC(C)CCN=Cc1c(O)n(-c2ccccc2)c(=O)c2ccccc12,21,0.0,14,0.9,8,-3,1,0.9,2.8,·,-0.6
Nc1nc(SCC(=O)C23CC4CC(CC(C4)C2)C3)n[nH]1,0,1.2,11,0.9,2,0,1,1,-1.1,-21,0.0
CCN1CCN(C(c2cc(OC)c(OC)c(OC)c2)c2nnnn2C(C)C)CC1 (stereo unspecified),-4,2.7,1,1,0,4,1.1,1.2,1.6,-62,-0.1
COC1(OC)N=C(N)C2(C#N)C(c3ccc(C)cc3)C12C#N (stereo unspecified),3,-1.8,6,0.9,-9,-3,1,1,2.4,-6,-0.2
Cc1cc(C)c2nc3s/c(=C/c4ccccc4)c(=O)n3c2c1,-12,-0.3,5,1,-10,4,0.4,0.9,3.2,·,-0.3
O=c1[nH]cnc2c1C1(CCCC1)Cc1ccccc1-2,-8,0.3,13,0.9,8,7,0.9,1,0.1,10,0.3

Bioassay records: PubChem, several laboratories
